Screening data: PubChem BioAssay, several laboratories
IDE cell activ: IDE (human) activation, cell-based | 340,000 tested, 0.073% active | HEK cells, FAbeta-B cleavage, fluorescence polarization; 0% vehicle, 100% cell-free pure enzyme wells | P14735 | activation, % at 5.96 µM;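 active = activation above the mean of all tested compounds plus 3 SD, set per screening campaign, cut at about 17% in these data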
pCIP destab: p/CIP protein destabilization; Q05BA5; F442A p/CIP-EGFP cells, EGFP fluorescence, 16 h; decrease of EGFP signal, % at 10 µM; 290,000 tested, 0.01% active; AID 1984;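 active = EGFP signal decrease of at least 30% at 10 µM or well 3 SD below plate mean, unless failing retest; inactive = the rest, including hits failing retest or dose response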; note: some compounds called inactive have numbers as strong as hits; many of its hits are not listed in these tables
Target sequence (Q05BA5 1-1403): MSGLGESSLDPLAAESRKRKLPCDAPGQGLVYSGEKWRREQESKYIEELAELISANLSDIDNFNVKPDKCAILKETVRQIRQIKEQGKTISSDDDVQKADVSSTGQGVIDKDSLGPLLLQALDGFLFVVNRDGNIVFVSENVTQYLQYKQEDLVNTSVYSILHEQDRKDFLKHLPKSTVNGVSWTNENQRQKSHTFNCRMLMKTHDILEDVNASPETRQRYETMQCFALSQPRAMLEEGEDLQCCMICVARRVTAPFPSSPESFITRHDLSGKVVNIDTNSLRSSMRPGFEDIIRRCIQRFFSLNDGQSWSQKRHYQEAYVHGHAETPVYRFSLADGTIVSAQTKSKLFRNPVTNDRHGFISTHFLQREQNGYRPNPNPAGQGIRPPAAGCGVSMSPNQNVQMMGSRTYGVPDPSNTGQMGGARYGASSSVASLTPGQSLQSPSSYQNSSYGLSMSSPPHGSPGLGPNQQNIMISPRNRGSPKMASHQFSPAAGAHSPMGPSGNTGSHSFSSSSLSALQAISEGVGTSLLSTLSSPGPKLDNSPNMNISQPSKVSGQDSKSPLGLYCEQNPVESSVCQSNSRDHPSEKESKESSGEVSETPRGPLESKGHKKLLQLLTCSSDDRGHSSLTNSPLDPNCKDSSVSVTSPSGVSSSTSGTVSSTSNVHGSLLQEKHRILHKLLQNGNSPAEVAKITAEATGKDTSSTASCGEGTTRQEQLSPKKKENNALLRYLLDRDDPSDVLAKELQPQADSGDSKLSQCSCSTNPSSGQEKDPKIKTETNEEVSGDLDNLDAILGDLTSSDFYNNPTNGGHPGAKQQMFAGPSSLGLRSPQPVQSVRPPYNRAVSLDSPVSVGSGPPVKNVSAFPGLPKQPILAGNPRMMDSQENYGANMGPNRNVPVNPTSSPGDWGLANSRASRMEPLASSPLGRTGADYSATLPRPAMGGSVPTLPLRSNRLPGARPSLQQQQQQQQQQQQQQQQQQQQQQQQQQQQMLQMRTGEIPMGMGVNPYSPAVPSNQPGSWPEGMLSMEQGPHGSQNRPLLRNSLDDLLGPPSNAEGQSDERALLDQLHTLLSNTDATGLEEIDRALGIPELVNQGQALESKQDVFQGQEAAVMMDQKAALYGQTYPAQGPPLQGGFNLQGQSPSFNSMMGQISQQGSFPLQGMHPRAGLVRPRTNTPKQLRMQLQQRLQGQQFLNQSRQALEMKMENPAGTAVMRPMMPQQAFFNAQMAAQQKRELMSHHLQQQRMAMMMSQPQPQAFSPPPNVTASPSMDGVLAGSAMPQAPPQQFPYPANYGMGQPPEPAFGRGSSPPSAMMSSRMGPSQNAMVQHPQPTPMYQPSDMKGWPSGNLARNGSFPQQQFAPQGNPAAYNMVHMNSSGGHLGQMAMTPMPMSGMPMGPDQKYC
IDE inh: cellular human IDE inhibition. P14735. HEK cells, FAbetaB cleavage, fluorescence polarization. inhibition, % at 5.59 µM. 320,000 tested, 0.41% active. AID 434962;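 active = percent inhibition above the average of all tested compounds plus 3 SD, set per screening campaign, cut at about 16% in these data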;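 note: IDE supplied by intact live HEK cells; FP after avidin binding of uncleaved biotin substrate so inhibition keeps polarization high; 0% = DMSO wells and 100% = 60 µM reference IDE inhibitor Ii1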
CRFR2-BP antag: CRF-BP/CRF-R2 complex antagonism. HEK293 CRF-R2/CRF-BP, CRF-induced calcium fluorescence. inhibition, % at 11.8 µM. 350,000 tested, 0.59% active. AID 588475;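 active = inhibition of the ligand-induced calcium signal above about 50% at the single tested concentration, limit read from the data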
PHOSPHO1 inh: inhibitors of human PHOSPHO1 phosphatase | Q8TCT1 | recombinant PHOSPHO1, absorbance phosphatase assay | inhibition, % at 13.3 µM | 290,000 tested, 1.1% active; in the data active = inhibition above about 60%
MEKK3 PB1 HTS: raises or lowers MEK5 binding to the human MEKK3 PB1 domain; 290,000 tested, 1.4% active; bead-based flow cytometry, Alexa488-MEK5 binding to MEKK3; actives lie on both sides; 0 = blocked by unlabeled MEK5, 100 = vehicle; AID 1529; binding response (% of control), % at 10 µM;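 active = binding response more than 3 SD above or below the average of its plate-row segment, actives on both sides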;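 note: Alexa488 bead fluorescence after subtracting the streptavidin-only scavenger bead signal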
CHRM4 PAM: positive allosteric modulators of human muscarinic M4 receptor; 360,000 tested, 0.4% active; activation, % at 3 µM; AID 624126; P08173; CHO-K1 hM4/Gqi5, Fluo-8 calcium fluorescence, ACh EC20; 0% = ACh EC20, 100% = maximal ACh;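 active = activation above its plate's cutoff, the mean activation of sample wells plus 3 SD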; note: some results filed as inactive read as strong as hits
CRFBP-R2 agonist: agonists of human CRF-binding protein/CRF-R2 receptor complex. HEK293 CRF-R2/CRF-BP, calcium dye fluorescence (FLIPR); percent of saturating CRF peptide response. activation, % at 13.2 µM. 350,000 tested, 0.46% active;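 active = activation of at least 50%, plus an integration ratio under a set limit after plate pattern correction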;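 note: plate controls were neutral control wells without compound for no effect and CRF at EC100 for full effect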
GalR3 antagonist: blocks the human galanin receptor 3; O60755; 360,000 tested, 0.44% active; HEK293 GalR3-CNG cAMP membrane potential fluorescence; galR3 body fused to GalR1 C-terminus; AID 651719; inhibition, % at 3 µM;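 active = inhibition above the screen-wide average plus 3 SD, cut at about 13% in these data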;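 note: forskolin and galanin both at EC90 stimulate the cells; cAMP rise reported by CNG channel membrane potential dye signal; 0% = forskolin plus galanin with DMSO and 100% = forskolin alone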
* hit, by the source's call; x = no result given.

nr	smiles	IDE cell activ	pCIP destab	IDE inh	CRFR2-BP antag	PHOSPHO1 inh	MEKK3 PB1 HTS	CHRM4 PAM	CRFBP-R2 agonist	GalR3 antagonist
1	COc1cccc(OCc2cc(C(=O)NCc3cnc4ccccn34)no2)c1	2	-2	2	12	7	104	-5	-0.1	-7
2	CC(C)c1c(C(=O)N/N=C/c2ccco2)nnn1-c1nonc1N	4	-34	1	-37	12	104	0	-1.3	-8
3	COc1ccc2oc(=O)c(C(=O)n3ccc(C)n3)cc2c1	7	-6	-3	7	-1	97	7	0.9	6
4	Nc1nc2c(ncn2C2C[C@H](O)[C@@H](CO)O2)c(=O)[nH]1 (stereo partly specified)	2	x	0	-31	x	x	-4	4.7	x
5	O=C(CSc1nc(=O)n(CCCN2CCOCC2)c2c1CCC2)Nc1ccccc1F	0	x	-1	6	x	x	11	2.2	-4
6	CCC(=O)c1ccc(OCC(=O)Nc2cccc(S(=O)(=O)N3CCCCCC3)c2)cc1	0	x	x	6	x	x	-13	3.0	98*
7	O=C(Cc1ccc(NC(=O)C2CCN(C(=O)C3CC3)CC2)cc1)Nc1cccc(C(=O)N2CCCCC2)c1	-2	x	x	10	x	x	10	-0.9	-8
8	O=C(COC(=O)C1=Cc2ccccc2OC1)NCc1ccco1	4	-10	5	9	30	92	12	-0.7	5
9	C=CCN1CN(CCc2ccccc2)CNC1=S	x	-3	-3	-8	16	107	-5	-0.8	-1
10	O=C(N/N=C/CCc1ccccc1)C1CCCCC1	5	6	0	-22	-3	93	12	-1.9	1
11	Cc1nn(-c2ccccc2)c(C)c1NC(=O)Cc1cccs1	6	-2	2	7	6	116	-2	-0.8	1
12	CN1C=CC(=O)[C@@H](O)[C@H]1c1ccccc1Br	1	x	x	10	x	x	12	-1.9	-7
13	Cc1cccc(C(=O)OCC(=O)NC2CCCCCCC2)c1	8	x	0	-11	x	x	6	0.7	-3
14	CC(C)NC(=O)N1CCN(c2ccncc2S(=O)(=O)N2CCOCC2)CC1	3	-9	-1	-22	34	92	10	2.4	0
15	Cc1cc(-c2cc(-c3ccccc3)on2)nc(NCC2CC2)n1	3	1	9	3	31	107	29*	0.1	-5
16	COc1cccc(C2CC(=O)Nc3cc4c(cc32)OCCO4)c1OC(C)C (stereo unspecified)	0	-5	-1	-16	6	110	5	0.9	-5
17	Cc1ccc(S(=O)(=O)NCc2ccc(C(=O)N3CCN(c4ccc([N+](=O)[O-])cc4)CC3)cc2)cc1	1	-11	6	8	-60	101	-3	0.4	-1
18	CC(C)(C)NS(=O)(=O)c1ccc(NC(=O)C2CCCCC2)cc1	5	20	3	-11	-19	100	-1	0.6	-3
19	Cc1nc(CCNC(=O)c2cccs2)cs1	0	-1	-5	8	10	92	1	-0.6	-8
20	COC(=O)c1ccccc1NC(=O)COc1ccccc1	0	-2	8	-25	-4	86	-4	-1.3	-6
21	O=C(NC(=S)Nc1cccc(Cl)c1)c1cncc(Br)c1	x	x	2	-31	x	x	1	0.2	-2
22	O=C(CCN1C(=O)CSC1=O)Nc1ccccc1	2	-12	-4	3	-6	98	6	-0.7	-1
23	CCOC(=O)C1CCCN(C(=O)Cn2nc(C)c3c(C)n(-c4ccccc4)nc3c2=O)C1 (stereo unspecified)	0	-4	-2	-3	24	98	17*	-1.9	4
24	O=C(c1ccc([N+](=O)[O-])c(CS(=O)(=O)c2ccc(Cl)cc2)c1)N1CCCCC1	4	5	-2	-1	4	112	-3	0.0	-2
25	Cc1c(NC(=O)c2cc3ccccc3o2)cccc1-n1cnnn1	x	x	x	7	x	x	1	0.3	-7
26	CCOC(=O)NNc1cc(C(F)(F)F)ccn1	6	-2	15	1	15	92	-3	0.5	-3
27	Cc1cc(C(F)(F)F)c(C#N)c(SCC(=O)Nc2nc3cc(Br)ccc3s2)n1	-2	-12	-4	-73	-17	121	2	35	-6
28	Cc1cc(S(=O)(=O)N2CCCCC2CCNC(=O)C(=O)NCCN2CCOCC2)ccc1F (stereo unspecified)	x	x	x	-6	x	x	4	-1.1	-8
29	CCCC1(CC)C(=O)NC(=O)N=C1N (stereo unspecified)	4	x	x	1	x	x	5	-0.2	-6
30	CCOC(=O)C1=CN(Cc2cccc(-c3ccc(F)cc3)c2)S(=O)(=O)N(C)C1C (stereo unspecified)	5	x	x	7	x	x	-7	14	-7
31	CCCCN(C)CCn1c(=S)[nH]c2ncccc2c1=O	2	5	4	-8	0	101	9	-0.3	40*
32	CC(=O)N[C@@H](Cc1c[nH]c2ccccc12)C(=O)NCc1ccccc1	8	-7	0	1	-2	102	3	-1.5	-7
33	CCc1cccc(NC(=O)CCS(=O)(=O)c2cc3c(cc2C)NC(=O)CO3)c1	6	8	0	1	28	103	-5	-0.4	x
34	CCN(CC)S(=O)(=O)c1ccc(O)c(C(=O)OCC(=O)N2CCCC2)c1	-1	-14	4	-1	-10	100	5	-3.5	-8
35	Cc1ccc(S(=O)(=O)/N=C(/NC(=S)Nc2ccccc2)c2ccccc2)cc1	0	-6	4	23	12	100	0	0.1	-5
36	O=C1C2C(C(=O)N1c1ccc3c(c1)OCO3)C1C=CC2C12CC2 (stereo unspecified)	2	-8	7	7	-3	110	4	-3.3	-9
37	CCOC(=O)C(Cc1ccccc1)NC(=O)CCc1nnc2ccc(N3CCOCC3)nn12 (stereo unspecified)	9	5	8	2	27	96	13	0.4	9
38	CCCCCCn1c(=O)n2n(c1=O)[C@@H]1CN(S(=O)(=O)c3ccc(C)cc3)C[C@]1(O)[C@@H](OC(=O)NCC1CCCCC1)C2	x	x	x	-3	x	x	4	1.9	-8
39	CC(C)C(NC(=O)c1ccco1)C(=O)OCC(=O)c1ccccc1 (stereo unspecified)	7	1	2	-15	38	102	0	-0.1	-3
40	Cc1cccc(N2CCN(C(=O)CN3CCOc4ccccc43)CC2C)c1 (stereo unspecified)	3	-6	5	-9	5	100	-1	7.3	3
41	CC(=O)c1ccc(NC(=O)COC(=O)c2ccccc2Nc2ccccc2)cc1	1	-18	1	13	4	100	0	4.4	-3
42	Cc1nc(CCNC(=O)Cc2ccc(F)cc2)cs1	5	-12	0	0	26	101	1	-1.1	x
43	COc1ccc(Nc2cc(C(=O)NCc3ccccn3)c3ccccc3n2)c(OC)c1	x	0	-7	x	11	117	x	x	x
44	CCOc1ccc(N2C(=O)/C(=C/c3ccco3)N(C)C2=S)cc1	4	-5	-2	6	-15	93	-5	-4.0	1
45	CCNC(=O)COC(=O)c1cc(S(=O)(=O)N2CCCCC2)ccc1C	-5	-10	3	-3	29	97	14	-0.2	-6
46	COc1ccc(OC)c(S(=O)(=O)N2CCN(C34CC5CC(CC(C5)C3)C4)CC2)c1	5	-1	5	-12	-30	89	-15	-0.5	0
47	C=CCSc1ncc(-c2ccccc2)cn1	-5	2	6	8	-8	96	6	-1.7	-4
48	CCN1CCN(C(=O)c2cc(COc3c(C)cccc3C)on2)CC1	-7	5	5	3	44	103	-10	0.0	-8
49	CC1Sc2ccc(S(=O)(=O)CCC(=O)N3CCc4ccccc43)cc2NC1=O (stereo unspecified)	3	4	4	-22	28	103	0	0.0	-5
50	COc1ccc2c(=O)c3c(=O)n(CCc4ccccc4)c(C)nc3oc2c1	x	x	x	-13	x	x	-6	-4.5	-7
51	COc1ccc(CNC(=O)N2[C@H]3CC[C@@H]2C=C(c2ccc(F)cc2OCc2ccccc2)C3)cc1OC	x	x	x	15	x	x	1	5.0	-4
52	Cc1ccc(NC(=O)C2CC(=O)N(C(C)c3ccccc3)C2)cc1 (stereo unspecified)	-2	x	0	3	x	x	-4	0.5	-7
53	Cc1ccc(Cl)c2c1=NC(=O)C=2c1[nH]c(=S)[nH]c1O	2	-2	1	-42	-5	x	-6	-4.4	-6
54	CCn1c2ccccc2c2cc(/C=N/NC(=O)c3ccncc3)ccc21	-2	-4	3	-9	17	103	6	-0.3	-5
55	CCOC(=O)c1nnn(-c2ccc([N+](=O)[O-])cc2)c1C	0	-7	1	23	-11	95	3	0.2	-4
56	CCOc1ccccc1N(C)S(=O)(=O)c1ccc2c(c1)CCN2C(=O)CCC(=O)O	-1	-4	4	17	-7	101	-1	2.6	-7
57	CS(=O)(=O)N(CC(=O)N1CCCCC1)c1cccc(F)c1	-4	-12	8	46	41	95	1	-4.1	-4
58	CCOc1ccc(NC(=O)C2CCCN(C)C2)cc1 (stereo unspecified)	3	-5	5	-4	36	72	3	3.2	-8
59	CCOCCCNC(=O)c1cc2c(=O)n3cccc(C)c3nc2n1C	3	-10	-2	-11	15	106	14	-6.4	1
60	COC(=O)C1CCN(C(=O)COC(=O)CC(NC(N)=O)c2ccc(Cl)cc2)CC1 (stereo unspecified)	2	1	-2	6	-11	105	-1	3.0	1

The last three records of the part before come first, to join the parts:
nr	smiles	IDE cell activ	pCIP destab	IDE inh	CRFR2-BP antag	PHOSPHO1 inh	MEKK3 PB1 HTS	CHRM4 PAM	CRFBP-R2 agonist	GalR3 antagonist
58	CCOc1ccc(NC(=O)C2CCCN(C)C2)cc1 (stereo unspecified)	3	-5	5	-4	36	72	3	3.2	-8
59	CCOCCCNC(=O)c1cc2c(=O)n3cccc(C)c3nc2n1C	3	-10	-2	-11	15	106	14	-6.4	1
60	COC(=O)C1CCN(C(=O)COC(=O)CC(NC(N)=O)c2ccc(Cl)cc2)CC1 (stereo unspecified)	2	1	-2	6	-11	105	-1	3.0	1
61	O=C1C2C3C=CC(C3)C2C(=O)N1CCc1ccccc1 (stereo unspecified)	3	-16	-3	-3	14	96	1	0.2	-3
62	COc1ccc(Br)cc1/C=N/n1c(C)nc2ccccc2c1=O	2	-14	x	3	-3	100	-4	0.2	-4
63	Nc1c(C(=O)O)cnc2c(-c3ccc(Cl)cc3)cnn12	2	10	9	-10	4	98	-1	0.7	5
64	COc1ccc(-c2c(C)c3cc(O)ccc3oc2=O)cc1	-3	5	-2	-5	26	105	4	-1.9	-1
65	COc1cccc(NC(=O)N(Cc2cc3cc(C)cc(C)c3[nH]c2=O)CC2COCCO2)c1 (stereo unspecified)	4	14	0	16	-1	103	0	-0.9	0
66	COC(=O)C1(C)NC(c2ccc(O)cc2)C2C(=O)N(c3ccc4c(c3)OCCO4)C(=O)C21 (stereo unspecified)	-1	5	5	3	9	94	-3	-1.7	-5
67	O=C(N/C(=C\c1cccc([N+](=O)[O-])c1)C(=O)N1CCOCC1)c1ccco1	-3	1	1	8	26	95	3	-2.4	-4
68	CCC1(C)Cc2c(sc3nc(NN)n(C)c(=O)c23)CO1 (stereo unspecified)	-1	5	1	10	16	103	8	-1.3	-3
69	COc1ccc(CNC(=O)Cc2c[nH]c3ccccc23)cc1OC	2	-6	0	6	28	103	-5	-0.7	-8
70	FC(F)(F)c1cc(-c2ccco2)nc(-n2nc(C(F)(F)F)cc2C2CC2)n1	1	0	6	-38	11	95	-4	8.1	-6
71	Cc1ccc(NC(=O)COc2ccc3c(c2)OCO3)c(C)c1	1	x	-3	2	x	x	-3	0.6	0
72	O=C1C(Cc2ccccc2O)NC(=S)N1c1ccccc1 (stereo unspecified)	1	-6	2	1	2	104	-9	-1.4	3
73	Cc1ccc(S(=O)(=O)c2c(CO)c(-c3ccccc3)nn2C)cc1	5	-6	5	-20	1	97	-4	1.8	-2
74	C(=N\n1cncn1)/c1ccc(N2CCOCC2)cc1	2	4	4	0	2	96	7	1.6	-2
75	NC(=O)COc1cccc(/C=N/NC(=O)c2ccc(-n3cccc3)cc2)c1	-3	-12	5	12	-5	60	-17	4.8	-8
